# TR SRC2 fluor cs = Texas Red fluorescence interference in TRb-SRC2 counter-screen; actives 0.29% (n = 280,000); Potency, µM (top dose mostly 106 µM), for inactives: at the highest dose fluorescence change, negative = quenching; TRb/SRC2 Texas Red total fluorescence interference; active = well fitted curve in either direction with a large enough effect; inconclusive = small, poorly fitted or top-dose-only effect; also: % is scaled to controls: 0 for no effect and ±100 for the full control effect
#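 Flags fluorescent or light-absorbing compounds by total fluorescence, S + 2P, at 555 nm excitation and 632 nm emission. Mixture: 20 nM Texas Red SRC2 peptide, 0.6 uM human TRb LBD, 1 uM T3, 5% DMSO; compound exposure 5 h at ambient temperature.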
# Tau fibril FP = tau fibrillization inhibition (FP); K18 P301L tau heparin fibrillization, Alexa594 FP, 6 h; actives 0.39% (n = 280,000); P10636; Potency, µM (doses to about 57.7 µM), inactives show at the top dose activity, negative = inhibition, most hits filed as inhibitors; also: % is scaled to controls: 0 for no effect and ±100 for the full control effect; nearly all actives have a fitted effect of over 55% in size
# Target sequence (P10636 561-689 P618L limits assumed): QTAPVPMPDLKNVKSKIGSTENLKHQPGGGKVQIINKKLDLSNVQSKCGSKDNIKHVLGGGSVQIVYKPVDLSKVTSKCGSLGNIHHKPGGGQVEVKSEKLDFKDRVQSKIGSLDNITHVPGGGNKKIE
#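 Human K18 P301L fragment (15 uM unlabeled plus 0.24 uM Alexa 594-labeled) in 100 mM sodium acetate pH 7 with compound, aggregation induced by 20 uM heparin for 6 hr at 37 C. ThT (30 uM) added for 1 hr, then Alexa 594 FP read.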
# TRb-SRC2 inh = disrupts binding of human TR beta to SRC2; P10828; TRbeta-SRC2 peptide binding, fluorescence polarization; receptor liganded with 1 µM T3; Potency, µM (top dose mostly 106 µM), inactives show top-dose activity change, negative = inhibition, actives largely listed as inhibitors; actives 0.065% (n = 280,000);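 also: plate controls were bound peptide for no effect and peptide without receptor for full effect; nearly all actives have a fitted effect of over 50% in size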
#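 Human TRb ligand-binding domain (0.6 uM) is mixed with 20 nM Texas Red SRC2 peptide and 1 uM T3; after compound addition and 5 hr at ambient temperature, polarization is measured and normalized to unbound and bound controls.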
# L3MBTL1 block = inhibitors of human L3MBTL1; Q9Y468; AlphaScreen L3MBTL1–H3K9me1 peptide binding; Potency, µM (highest dose often 57.1 µM), for the others: at the top dose activity, negative = inhibition, hits mostly inhibitors; actives 0.66% (n = 230,000); AID 485360; also: % is scaled to controls: 0 for no effect and ±100 for the full control effect; nearly all actives have a fitted effect of over 60% in size
#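 L3MBTL1 50 nM + b-AHA-H3(1-15)K9me1 75 nM, 30 min RT; compound added, 30 min RT; streptavidin donor/Ni-chelate acceptor beads 10 ug/mL each final, 30 min RT dark; AlphaScreen read.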
# HTT cytoprotect = cytoprotection in Huntington HTT-Q103 PC12 cell model; PC12 HTT-Q103 induced, cytoprotection, ATP luminescence, 40 h; Potency, µM (series often up to 56.4 µM), for the others: cytoprotection (ATP increase), actives largely listed as activators; actives 0.14% (n = 230,000); AID 1471;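 also: % of control where 0% means no effect; nearly all actives have a fitted effect of over 45% in size; toxic huntingtin expression switched on by the ecdysone agonist tebufenozide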
#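 Stable PC12 Q103-GFP cells in serum-supplemented, phenol red-free DMEM; induction by tebufenozide at 100 nM final; compound dose series; cell viability quantified luminescently from ATP.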
# Tau fibril ThT = tau fibrillization inhibition (ThT binding); P10636; recombinant tau K18 P301L, heparin-induced fibrillization, ThT fluorescence; Potency, µM (highest dose often 57.4 µM), for inactives: at the top dose activity, negative = inhibition, hits mostly inhibitors; actives 2.1% (n = 270,000); also: % is scaled to controls: 0 for no effect and ±100 for the full control effect; nearly all actives have a fitted effect of over 55% in size
#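 Fibril formation assay: tau K18 P301L at 15 uM with trace Alexa 594 label, heparin inducer 20 uM, pH 7 sodium acetate buffer, 37 C for 6 hr; endpoint ThT signal.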
# RECQ1 inh = inhibitors of human RECQ1 DNA helicase; P46063; RECQ1 DNA unwinding, red fluorescence kinetic read; Potency, µM (titrated, usually from 57.3 µM), for the others: at the highest dose activity, negative = inhibition, hits mostly inhibitors; actives 0.54% (n = 240,000); AID 2549;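 also: plate controls were vehicle for no effect and no enzyme for full effect; nearly all actives have a fitted effect of over 30% in size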
# Target sequence (P46063 whole entry, looked up): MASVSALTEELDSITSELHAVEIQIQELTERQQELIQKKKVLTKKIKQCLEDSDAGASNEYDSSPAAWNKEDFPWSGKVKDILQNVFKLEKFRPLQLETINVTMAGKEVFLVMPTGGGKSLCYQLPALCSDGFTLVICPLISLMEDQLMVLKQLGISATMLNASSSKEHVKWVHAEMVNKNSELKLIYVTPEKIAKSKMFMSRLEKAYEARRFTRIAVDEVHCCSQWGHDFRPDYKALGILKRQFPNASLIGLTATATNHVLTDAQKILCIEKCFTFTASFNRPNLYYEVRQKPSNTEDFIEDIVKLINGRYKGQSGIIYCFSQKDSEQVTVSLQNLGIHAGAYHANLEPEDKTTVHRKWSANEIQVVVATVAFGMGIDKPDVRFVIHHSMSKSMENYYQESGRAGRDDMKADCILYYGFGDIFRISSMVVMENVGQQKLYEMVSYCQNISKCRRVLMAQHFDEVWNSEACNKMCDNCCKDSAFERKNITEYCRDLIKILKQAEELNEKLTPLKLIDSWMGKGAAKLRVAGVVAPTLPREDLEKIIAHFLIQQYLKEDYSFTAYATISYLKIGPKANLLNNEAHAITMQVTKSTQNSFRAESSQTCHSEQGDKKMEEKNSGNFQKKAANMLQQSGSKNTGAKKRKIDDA
#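 50 nM RECQ1T1 preincubated 15 min with compound in Tris pH 8.0 buffer with MgCl2, DTT, Tween-20 and 2.5 ug/ml poly(dI-dC); started with 200 nM TAMRA/BHQ-2 forked duplex and 2 mM ATP. Unwinding read as fluorescence (525/598 nm), two reads 2 h apart.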
# Tau fluor cs = counter-screen for tau fibril formation inhibitors; tau K18 P301L Alexa594 fluorescence, heparin fibrillization; Potency, µM (titrated, usually from 57.7 µM), for the others: at the highest dose activity change, negative = decrease; actives 0.93% (n = 280,000); also: % is scaled to controls: 0 for no effect and ±100 for the full control effect; nearly all actives have a fitted effect of over 55% in size
#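 Human tau K18 P301L (15 uM unlabeled, 0.24 uM Alexa 594-labeled) in 100 mM sodium acetate pH 7 with 20 uM heparin, 6 hr at 37 C. ThT 30 uM added, 1 hr ambient; Alexa 594 FP and total fluorescence read at 555/632 nm.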
# An asterisk follows results filed as active; i = inactive; ? = inconclusive; · = not tested or not shown; [ ] = dose if it differs, or a comment. Unless noted, calls follow the shape of the dose curve; as a rule, active = well fitted curve in the direction sought with a large enough effect; inconclusive = small, poorly fitted or top-dose-only effect, or another doubt; inactive = no such curve, though single readings can be large; an effect the other way counts as inactive or inconclusive. Potency is read from the fitted curve at half-maximal effect. An excerpt (hit frequency here may not be typical).
SMILES,TR SRC2 fluor cs,Tau fibril FP,TRb-SRC2 inh,L3MBTL1 block,HTT cytoprotect,Tau fibril ThT,RECQ1 inh,Tau fluor cs
COc1cc(NC(=O)c2ccc(C(C)(C)C)cc2)c(OC)cc1NC(=O)CN1CCCCC1,-1.7%,?,-5.3%,1.5%,1.0%[10 µM],?,0.4%,?
CN(C)c1ccc(/C=[N+](\[O-])C2SC(=S)N(C)C2(C)C)cc1 (stereo unspecified),-5.1%,-1.0%,-3.3%,-2.2%,7.6%,1.9%,-16.4%,6.6%
Cc1ccccc1C1CC(c2ccc(F)cc2)Nc2nc(N)nn21 (stereo unspecified),-2.2%,11.7%,-7.2%,3.6%,-20.6%,-10.0%,-6.0%,-10.7%
O=C(Nc1ccccc1F)c1ccc(Cn2nc(N3CCN(c4ccccc4)CC3)ccc2=O)o1,-0.5%,1.3%,-1.6%,·,·,?,·,-22.7%
COc1ccc(C(=O)OCC(=O)Nc2ccc(OC(F)F)cc2)c(OC)c1,1.5%,-1.1%,-1.4%,·,0.3%,-24.1%,-7.3%,-15.1%
O=C(Nc1ccc(Cl)cc1)C1CCN(c2nc3ccccc3nc2C(F)(F)F)CC1,0.0%,-13.6%,-2.0%,·,·,4.7%,·,-8.2%
O=C(CN1C(=O)COc2ccc(S(=O)(=O)N3CCCC3)cc21)N1CCN(c2ccc(Cl)cc2)CC1,-1.0%,11.4%,-1.5%,·,·,-10.0%,·,-22.3%
O=C(Nc1cccc(S(=O)(=O)Nc2ccccc2F)c1)c1ccc2ccccc2n1,-4.3%,?,-4.4%,1.7%,23.1%[10 µM],?,-15.2%,?
CCn1c(-c2ccc3[nH]c(C)c(C)c3c2)n[nH]c1=S,-2.5%,4.8%,1.6%,-11.8%,-6.3%,?,-3.8%,-14.3%
Cc1ccccc1NC(=O)c1c(NC(=O)c2ccccc2F)sc2c1CCC(C)C2 (stereo unspecified),-1.6%,-5.0%,7.3%,·,·,7.7%,·,4.1%
COc1ccccc1C(=O)NCC(=O)N/N=C/c1cc(Br)ccc1OCc1ccccc1,-2.7%,-10.1%,-8.1%,-4.1%,-10.1%[10 µM],9.7%,8.7%,0.5%
Cc1nn(Cc2ccccc2Cl)c2sc(C(=O)NCc3ccc4c(c3)OCO4)cc12,4.0%,-6.0%,13.7%,·,-1.3%[10 µM],-6.7%,-3.0%,?
Oc1ccc(/C=N/N2CCN(C3c4ccccc4-c4ccccc43)CC2)c(O)c1,-2.5%,?,1.9%,?,5.1%,-18.2%,18.9%,12.6µM*[quencher]
CCOC(=O)c1c(-c2ccccc2)csc1NC(=O)C1CCCO1 (stereo unspecified),-2.9%,-10.9%,-0.7%,-8.8%,-31.5%,?,-12.4%,-18.8%
CC(C)Oc1ccc(CNC(=O)c2ccccc2NC(=O)c2nsc3ccccc23)cc1,0.8%,?,4.9%,·,·,-2.0%,·,-20.8%
COc1ccc(NC(=O)CN2C(=O)C(C)Oc3ccccc32)cc1 (stereo unspecified),1.1%,-3.3%,0.6%,9.0%,5.3%[10 µM],-3.6%,18.4%,1.8%
COc1ccc(C(=O)COC(=O)c2nn(C)c(=O)c3ccccc23)c(OC)c1,-0.6%,-5.6%,2.7%,·,-27.2%,-6.0%,-7.8%,-4.1%
Cc1ccc(S(=O)(=O)N2CCOCC2)cc1NC(=O)CN(C)C1CCS(=O)(=O)C1 (stereo unspecified),0.4%,-3.8%,11.2%,·,-5.3%[10 µM],-5.1%,i,-3.4%
COc1ccc(Nc2c([N+](=O)[O-])ccc3c2=NC2(CCCCC2)N=3)cc1,-9.7%,?,-4.4%,?,-16.9%,15.8µM*,-8.5%,?
CCOC(=O)c1oc2c(O)c(O)ccc2c(=O)c1-c1nncn1-c1ccccc1,-1.9%,-6.7%,-15.2%,?,4.9%,-14.9%,10.7%,-13.2%
O=C(O)c1cc(Cl)nc2ccccc12,0.5%,-2.6%,-3.2%,11.6%,-12.2%[10 µM],-8.4%,-0.1%,-9.6%
O=C(Nc1ccc2nsnc2c1)c1cccs1,-4.5%,-9.8%,5.7%,22.0%,20.0%,-6.9%,0.9%,-9.8%
CCC(=O)c1ccc(N2CCN(C(=O)c3ccc(Br)cc3)CC2)c(F)c1,-1.7%,5.5%,-1.4%,-3.1%,-5.4%,?,20.3%,7.4%
COC(=O)C1=CN(CCCN2CCCC2=O)C=C(C(=O)OC)C1c1cccs1,1.2%,0.9%,-14.1%,13.0%,-24.5%,-1.4%,i,-1.8%
COc1ccc(S(=O)(=O)N2CCCCC2)cc1NC(=O)CN(C)C1CCCCC1,0.6%,5.9%,6.7%,-4.3%,·,6.5%,9.1%,8.5%
# Next section
SMILES,TR SRC2 fluor cs,Tau fibril FP,TRb-SRC2 inh,L3MBTL1 block,HTT cytoprotect,Tau fibril ThT,RECQ1 inh,Tau fluor cs
CC1(C)OC(=O)C(=CNc2cccc(C(=O)O)c2)C(=O)O1,1.1%,-2.7%,1.1%,5.6%,9.5%,-6.2%,i,2.7%
CC(=O)Nc1ccc(S(=O)(=O)NNC(=O)c2ccc(S(=O)(=O)N3CCCCC3)cc2)cc1,3.2%,6.6%,-2.7%,-0.4%,-1.1%[10 µM],7.9%,-3.2%,6.2%
COc1ccc(NC(=O)CCCn2cc([N+](=O)[O-])cn2)cc1,-2.2%,2.8%,-0.7%,12.2%,-9.1%,-10.6%,-1.1%,-6.7%
COC(=O)NNC(=O)c1ccc(Cl)cc1Cl,-2.9%,3.2%,3.2%,-0.1%,·,0.0%,i,3.6%
O=C(c1cccs1)N(Cc1cccnc1)c1nc2c(Cl)cccc2s1,0.5%,-8.8%,5.6%,·,·,-13.1%,·,?
Cc1cc(C)c2oc(C(=O)Nc3ccc(S(=O)(=O)N4CCCCCC4)cc3)cc(=O)c2c1,-4.4%,?,8.2%,·,·,?,·,?
C#CCCCO/N=C1/C[C@@H](O)[C@@H](O)[C@@H]2[C@@H]3C(=O)N(CCC(=O)OCC)C(=O)[C@H]3CC[C@@H]12,-0.3%[11.2 µM],-7.7%[11.6 µM],-1.3%[11.2 µM],·,-7.4%[10 µM],-6.2%[11.5 µM],11.0%[11.5 µM],-7.6%[11.6 µM]
COc1ccc(Cl)cc1NC(=O)CSc1nc2ccccc2c2nc(-c3ccccc3)nn12,-3.7%,-7.0%,0.6%,·,·,8.8%,·,0.4%
CCOC(=O)c1c(NC(=S)N2CCOCC2)sc(C)c1C,0.9%,-2.4%,-1.9%,-6.8%,-3.6%[10 µM],-10.8%,-1.5%,-18.4%
C=CCn1c(=O)c(C(=O)Nc2ccccc2OC)c(O)c2ccccc21,-5.3%,-14.6%,-4.6%,5.7%,-6.3%[10 µM],-4.4%,i,-10.9%
Cc1cc(C)c(S(=O)(=O)N2CCN(C(=O)c3cccs3)CC2)c(C)c1,-2.5%,9.9%,7.7%,5.7%,-24.2%,-15.0%,i,-8.9%
CN(C)c1nc(OCCNC(=O)Nc2ccc(Cl)cc2)nc(N(C)C)n1,-2.1%,?,-9.5%,31.7%[activator],·,8.7%,i,-16.1%
COc1ccccc1N1CCN(C(=O)c2cc(-c3cccc(Cl)c3)on2)CC1,-0.3%,16.6%,9.5%,-1.0%,-12.1%,?,-4.2%,-20.9%
O=C(CSc1n[nH]c(=O)n1C1CC1)Nc1cc(Cl)ccc1Oc1ccccc1,-8.6%,-3.2%,3.1%,4.5%,4.3%,2.4%,i,-4.7%
Cc1occc1C(=O)N/N=C/c1ccc2c(c1)OCO2,-0.6%,6.2%,-2.2%,·,-16.9%[10 µM],·,-13.4%,15.1%
Cc1cccc(/C(N)=N/OC(=O)Cc2cccc3ccccc23)c1,0.1%,-15.0%,-13.9%,87.4%[activator],-34.5%[inhibitor],-16.9%,-0.9%,-26.4%
CCCC(=O)NCCc1c2n(c3ccc(OC)cc13)Cc1ccccc1-2,-3.1%,11.2%,-1.2%,·,-10.8%[1.9 µM],?,1.1%,-26.3%
CN1CCN(C(CNC(=O)c2ccc(F)cc2)c2ccc3c(c2)OCO3)CC1 (stereo unspecified),-1.5%,?,6.2%,·,·,3.5%,·,-4.9%
Cc1cccc(N(C)c2cc(C)nc3ncnn23)c1,0.2%,3.7%,7.2%,-0.6%,-14.7%,-8.0%,-21.1%,-9.0%
Cc1ccc(S(=O)(=O)Nc2ccccc2C(=O)OC(C)C(=O)Nc2ccc3ccccc3c2)cc1[N+](=O)[O-] (stereo unspecified),-1.1%,-2.8%,3.0%,-6.5%,10.0%[10 µM],8.5%,7.4%,7.3%
COC(=O)c1ccc(C(=O)OC)c(NC(=S)N2CCCCC2)c1,-0.2%[53 µM],0.2%,-12.7%[53 µM],4.6%,0.9%,-4.5%,i,-2.8%
Cc1ccc2oc(Nc3nc(C)cc(C)n3)nc2c1,-2.1%,2.6%,-2.0%,8.4%,-22.1%,?,-5.1%,2.4%
CS(=O)(=O)NNC(=O)CN1C(=O)C2C3C=CC(C3)C2C1=O (stereo unspecified),0.1%,4.2%,-2.9%,·,-14.5%,7.6%,-1.3%,5.5%

# As entered above:
# Cc1cccc(N(C)c2cc(C)nc3ncnn23)c1 @ HTT cytoprotect: -14.7%
# Cc1ccc(S(=O)(=O)N2CCOCC2)cc1NC(=O)CN(C)C1CCS(=O)(=O)C1 (stereo unspecified) @ TR SRC2 fluor cs: 0.4%
# CCOC(=O)c1c(NC(=S)N2CCOCC2)sc(C)c1C @ L3MBTL1 block: -6.8%

# Two of these compounds in a different format:
compound | TR SRC2 fluor cs | Tau fibril FP | TRb-SRC2 inh | L3MBTL1 block | HTT cytoprotect | Tau fibril ThT | RECQ1 inh | Tau fluor cs
COc1ccc(NC(=O)CCCn2cc([N+](=O)[O-])cn2)cc1 | -2.2% | 2.8% | -0.7% | 12.2% | -9.1% | -10.6% | -1.1% | -6.7%
CC1(C)OC(=O)C(=CNc2cccc(C(=O)O)c2)C(=O)O1 | 1.1% | -2.7% | 1.1% | 5.6% | 9.5% | -6.2% | i | 2.7%
